Screens deposited in PubChem BioAssay by several laboratories.
NPY Y2 blocker: antagonists of human neuropeptide Y receptor Y2; AID 793; 0.99% of 140,000 active; NPY-Y2 expressing cells, antagonist mode; inhibition, % at 2.7 µM; P49146; in the data active means inhibition above about 17%;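 further: 0% = vehicle with agonist challenge and 100% = reference antagonist with challenge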
Target sequence (P49146 whole entry, looked up): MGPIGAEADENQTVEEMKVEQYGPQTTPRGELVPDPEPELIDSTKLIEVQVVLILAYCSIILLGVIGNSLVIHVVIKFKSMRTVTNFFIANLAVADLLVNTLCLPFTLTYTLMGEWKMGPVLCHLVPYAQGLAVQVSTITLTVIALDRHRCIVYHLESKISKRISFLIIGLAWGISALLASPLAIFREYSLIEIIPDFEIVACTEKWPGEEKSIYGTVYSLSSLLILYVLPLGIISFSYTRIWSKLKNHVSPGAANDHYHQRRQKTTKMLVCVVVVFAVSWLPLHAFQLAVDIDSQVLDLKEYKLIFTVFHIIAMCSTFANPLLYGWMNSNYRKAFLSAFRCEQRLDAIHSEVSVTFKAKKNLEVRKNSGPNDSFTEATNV
Yeast lifespan up: yeast lifespan extension. S. cerevisiae growth with nicotinamide, OD615; deaD strain in restrictive glucose medium. inhibition of the nicotinamide effect, % at 10 µM. 0.68% of 130,000 active. AID 775;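 active means inhibition above a set limit, placed 3 SD over the median of all compounds, cut at about 26% in these data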;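 further: 0% = nicotinamide-treated wells and 100% = cells grown without nicotinamide; some compounds called inactive have numbers as strong as hits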
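System: Modified budding yeast, DeaD strain | Buffer or medium: Restrictive glucose medium | Also added: 1.5 mM nicotinamide | Doses: 10 µM single point, 0.25% DMSO | Schedule: 48 h compound exposure at 30 °C, humidified | Detection: Absorbance at 615 nm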
HCT116 PTEN-null: suppresses growth of cells with PTEN deletion | 1.2% of 140,000 active | viability, % at 10 µM | HCT116 PTEN-null viability, CellTiter-Glo, 60 h; stronger effect = lower value;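 active means viability at or below a set limit, 4 SD under the median of all tested compounds, cut at about 3.7% in these data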;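 further: PTEN knockout HCT116 line with beta catenin targeted HCT116 as companion control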
Phagocyt inh: blocks phagocytosis by macrophages; 0.07% of 110,000 active; inhibition, % at 5 µM; AID 1029; J774A.1 macrophage IgG-bead phagocytosis, imaging;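 active means inhibition above the mean of the plate negative controls plus 5 SD, cut at about 13% in these data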;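 further: phagocytic index as fraction of beads internalized from green versus red external bead signal; plate controls were DMSO negative control for no effect and cytochalasin-D positive control for full effect; some results beyond the cut were filed as inactive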
Measles CPE: protection of cells from measles virus | Measles virus-infected cells, CPE protection, absorbance | protection (pct of control), % at 4 µM | 1.5% of 140,000 active; in the data active means protection mostly above about 24%, no sharp cut-off; inactive means mostly below about 26%; further: some compounds called inactive have numbers as strong as hits
bCat KO growth: beta-catenin-lacking colon tumor cell growth suppression; HCT116 beta-catenin knockout viability, CellTiter-Glo, 60 h; stronger effect = lower value; viability, % at 10 µM; 1.5% of 140,000 active;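 active means viability at or under a set limit, the compound median less 4 SD, cut at about 6% in these data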;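 further: 0% = Hyamine 1622 control at 20 µM and 100% = untreated cell control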
GALR2 blocker: blocks the human galanin receptor 2; O43603; GALR2-expressing cells, antagonist mode; inhibition, % at 4 µM; 0.39% of 140,000 active; AID 828; in the data active means inhibition above about 27%;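 further: cells stimulated with galanin 1-16 at roughly its EC80; 0% = agonist challenge control and 100% = basal control without agonist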
Target sequence (O43603 whole entry, looked up): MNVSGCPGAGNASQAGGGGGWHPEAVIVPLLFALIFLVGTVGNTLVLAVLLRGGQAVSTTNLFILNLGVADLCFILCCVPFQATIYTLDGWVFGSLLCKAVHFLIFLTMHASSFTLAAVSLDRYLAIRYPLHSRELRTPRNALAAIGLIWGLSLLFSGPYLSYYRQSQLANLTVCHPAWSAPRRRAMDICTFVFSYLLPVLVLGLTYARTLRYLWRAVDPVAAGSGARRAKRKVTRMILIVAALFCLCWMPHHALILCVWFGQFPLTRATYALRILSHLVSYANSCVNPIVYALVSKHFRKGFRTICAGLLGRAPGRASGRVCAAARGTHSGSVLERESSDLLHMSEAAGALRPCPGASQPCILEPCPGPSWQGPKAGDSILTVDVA
MRP-1 activ: activates MRP-1; H69AR cells + doxorubicin, viability rescue, CellTiter-Glo; viability increase, % at 10 µM; 0.61% of 140,000 active; AID 799;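 active means viability gain under doxorubicin at or above a set limit, the compound median plus 3 SD, cut at about 4.7% in these data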;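 further: MRP-1 overexpressing cells given doxorubicin 25 µM after compound pretreatment; 18-22 h compound pretreatment then 72 h with doxorubicin before readout; 0% = doxorubicin-only wells and 100% = vehicle-treated cells without doxorubicin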
E-sel TNF inh: TNF alpha driven E-selectin expression inhibition; inhibition, % at 2 µM; HUVEC TNFa-induced E-selectin immunofluorescence, high content; 0.71% of 120,000 active;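 active means inhibition above the batch mean plus 3 SD, and confirmed as a hit on visual image review, cut at about 43% in these data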;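 further: 0% = TNF-stimulated DMSO wells and 100% = unstimulated control wells; not every result past the cut was called active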
Yeast growth inh: yeast BB579 growth reduction in restrictive medium; S. cerevisiae BB579 growth, OD615, 48 h; inhibition, % at 10 µM; 0.51% of 140,000 active; AID 804;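 active means inhibition above a set limit, 3 SD over the mean compound inhibition, cut at about 44% in these data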; further: inactives centre near -24
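Test system: Saccharomyces cerevisiae DeaD strain BB579, replicative lifespan model yeast | Buffer or medium: Restrictive CSMM-D medium | Doses: One dose, 10 µM compound with 0.25% DMSO | Incubation: 48 h exposure, 30 °C | Detection: Culture absorbance at 615 nm | Control set: Amphotericin B at 10 µg/mL as positive control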
* = called active by the depositor; / = no result given. Not a hit list. Share with any hit: about 6.1%.

molecule,HCT116 PTEN-null,MRP-1 activ,NPY Y2 blocker,bCat KO growth,Yeast growth inh,Phagocyt inh,E-sel TNF inh,Measles CPE,Yeast lifespan up,GALR2 blocker
CCN(CC)S(=O)(=O)c1cc(C(=O)Nc2nncs2)c(Cl)cc1Cl,70.3,-5.3,4.7,67.0,-21.5,26.4*,-32.5,1.6,-6.5,-16.4
O=C(COc1nnnc2ccccc12)N1CCCc2ccccc21,92.0,-3.1,1.7,87.3,-3.8,5.8,-15.3,14.2,0.8,-19.2
Cc1ccc(S(=O)(=O)NCCCCC(NC(=O)OC(C)(C)C)C(=O)O)cc1 (centres undefined) (tested in a mixture with another compound),99.5,-0.6,4.0,95.8,-23.9,/,3.0,7.0,-4.5,-3.0
CCn1c(=O)n(CC)c2cc(S(=O)(=O)NCCOc3ccccc3)c(C)cc21,95.2,-0.3,3.0,93.5,16.8,10.8,-27.7,1.5,-10.2,2.5
CCOC(=O)N1N=C(C)CC1(O)c1ccccc1 (centres undefined),101.0,-1.9,-0.3,103.2,-26.3,-10.8,20.3,20.7,-1.2,-5.2
CCOC(=O)N1CCN(CCC(=O)Nc2ccc(OC)cc2)CC1,96.7,-3.8,5.9,100.2,-9.4,-3.8,8.4,10.9,2.0,-12.3
Cc1ccc([N+](=O)[O-])cc1S(=O)(=O)N1CCCC1,86.3,-0.6,-0.1,98.3,1.3,3.8,/,/,2.9,1.3
Cc1cc(N2C(=O)CC(Cc3ccc(Cl)cc3)C2=O)no1 (centres undefined),89.0,-0.5,0.1,87.6,-29.1,/,-1.4,7.2,-2.6,-3.4
Cc1ccc(/C=C(\CCC(=O)O)c2nc3ccccc3s2)cc1[N+](=O)[O-],100.7,0.4,14.6,94.6,-38.5,/,/,6.2,3.8,6.7
COc1ccc(C2(O)CCN(C(=O)c3c(F)cccc3F)CC2)cc1,105.1,-0.4,-2.5,108.7,-49.4,-0.4,-18.1,12.2,-3.7,-12.2
CCC1CCCCN1C(=O)N[C@@H](Cc1ccccc1)C(=O)O (some centres undefined),100.7,-1.4,-0.4,101.8,-15.9,-0.6,2.9,3.0,-3.6,0.2
C/C(N)=C(/C#N)C(=O)COC(=O)CCSc1ccccc1Cl,96.9,-0.1,8.8,100.9,-26.3,-0.4,1.3,5.2,-8.5,-3.0
CCOc1ccc(NC(=O)CN2CCN(CC(=O)Nc3ccc(F)cc3)CC2)cc1,94.8,-6.0,0.0,93.1,-21.4,/,21.4,6.4,-22.7,-0.6
CC(=O)c1c(C)[nH]c(C(=O)COc2cc(C)ccc2C(C)C)c1C,26.2,-1.9,1.8,13.1,-33.2,-1.0,16.2,12.6,-5.7,32.6*
Cc1[nH]nc2c1/C(=N\O)CC(C)(C)C2,85.5,-2.3,1.9,91.6,-0.9,-0.4,6.7,4.3,-14.9,-3.6
CCOC(=O)C(=CNc1cccc(N)n1)C(=O)OCC,99.2,-0.8,1.6,110.7,-30.8,-0.8,-9.7,8.9,-35.9,-21.6
CCN=C1SC(C(=O)Nc2cccc(Br)c2)CC(=O)N1CC (centres undefined),85.6,-2.5,1.2,80.7,10.2,-5.5,/,11.8,0.5,2.2
COc1ccc(C(=O)N/N=c2\oc3ccccc3cc2C(=O)NCc2ccccc2)cc1,98.2,-0.5,-1.3,87.4,-0.2,-8.4,/,12.9,0.5,11.9
CCOC(=O)N1CCN(C(=O)CSc2nnc(-c3ccc(Cl)s3)o2)CC1,/,/,3.5,/,/,0.1,19.9,/,/,-12.1
Cc1ccc(C(=O)NC2CC(C)(C)NC(C)(C)C2)cc1C,90.4,-2.2,-2.1,94.8,-61.4,-0.2,10.2,1.9,-0.9,0.1
O=C(CCN1C(=O)COc2ccccc21)NCCN1CCN(c2ccccc2F)CC1,99.7,0.0,-1.0,99.5,-11.7,-1.7,4.1,6.7,-6.4,-18.4
CN(C)/C=N/c1cc(=O)[nH]c(=O)n1C,97.8,-1.6,0.3,94.1,-40.6,/,/,2.9,6.0,-0.8
c1ccc(-c2cc3c(ccc4nonc43)nn2)cc1,86.5,-3.4,-1.6,86.8,-40.3,-3.1,7.6,12.0,-7.2,-3.7
Cc1ccc(OCc2nnc(SCC(=O)Nc3nccs3)n2-c2ccccc2)cc1C,87.1,-0.1,2.7,96.7,-32.1,-1.6,-8.2,5.9,0.5,-8.7
COC(=O)C(C)n1nc(C)n(-c2ccc(C)cc2)c1=O (centres undefined),93.2,-1.5,2.0,105.9,-9.9,2.7,12.7,5.3,-13.6,7.4
Nc1nnc(-c2ccncc2)s1,98.5,1.1,1.1,102.3,-15.8,-0.3,-8.7,9.2,-1.2,7.1
CCOC(=O)N1CCN(C(=O)CN(C)S(=O)(=O)c2ccc3c(c2)C(C)(C)C(=O)N3C)CC1,100.3,-0.8,-2.2,98.8,-7.8,/,/,31.3,-13.7,-0.9
O=C1Nc2ccccc2N(O)N1c1cc(-c2cccc(Cl)c2)no1,102.3,0.5,2.8,101.5,-2.4,/,-12.0,33.0*,-8.0,-20.3
COc1ccc(CN2C(=O)c3ccccc3C(/C=N/OCc3ccc(Cl)cc3)C2=O)cc1 (centres undefined),31.9,0.1,2.5,31.7,-32.5,/,0.3,5.2,-2.9,-12.0
CCOC(=O)c1cn(-c2ccc([N+](=O)[O-])cc2)c2cc(Cl)c([N+](=O)[O-])cc2c1=O,97.6,-3.4,4.0,77.7,-46.5,-9.0,-6.2,6.7,4.7,2.3
COc1ccnc(NCc2cccnc2)c1C#N,87.4,-3.2,0.9,91.3,-20.2,-3.8,-17.0,5.9,-12.6,-1.6
CC(C(=O)Nc1ccc(Cl)cc1)c1ncc(C(F)(F)F)cc1Cl (centres undefined),101.1,0.0,5.6,88.8,-59.2,-0.6,/,17.9,-15.1,-15.2
CCNC(=S)NNC(=O)c1cc(C2CC2)nc2ccccc12,87.1,-2.7,3.3,92.2,-39.6,/,-40.2,9.2,-9.5,-3.6
Nc1ccc(-c2n[nH]c(=O)c3ccccc23)cc1N,95.1,-5.7,2.5,95.0,-11.7,2.3,10.1,18.2,-7.9,-0.5
CCCCc1ccc(/C=C2/C(=O)ON=C2c2ccccc2)s1,96.2,-1.5,4.3,91.4,-34.8,-1.9,/,33.1,-2.4,-1.4
COc1cccc(C(=O)Nc2cc3c(cc2C(C)=O)OCCO3)c1,99.7,-3.2,2.0,93.3,8.2,-7.5,/,14.6,1.6,-14.4
CCC(=O)Nc1nc(CC(=O)Nc2ccccc2OC)cs1,87.8,-2.1,-1.4,94.0,-8.3,/,1.0,7.3,/,11.5
CCC(CC)NC(=O)c1cc([N+](=O)[O-])ccc1N1CCOCC1,84.5,-1.3,2.4,90.7,3.0,-7.6,13.4,6.4,0.5,4.8
COc1ccc(CCNC(=O)c2ccc3c(c2)NC(=O)C(N2CCOCC2)S3)cc1OC (centres undefined),83.5,-1.5,-0.7,90.9,-21.7,-2.0,/,7.5,-26.5,-2.8
COc1cccc(C2=NOC(C(=O)Nc3ccc(C(C)=O)cc3)C2)c1 (centres undefined),107.9,-0.8,4.9,104.7,-73.2,-1.3,7.7,5.9,-9.8,5.2
Cc1ccc(/C=C(\C#N)C(=O)NCC2CCCO2)o1 (centres undefined),100.3,0.0,5.5,89.8,-13.7,-7.7,/,10.7,-4.8,-3.8
CCc1cccc(C)c1NC(=S)NCc1ccc2c(c1)cc(C)n2C,44.2,-4.7,1.0,39.2,35.1,/,-31.1,9.3,-0.6,13.1
CN(CC(O)COc1ccc(OCC(O)CN(C)C2CCCCC2)cc1)C1CCCCC1 (centres undefined),87.7,-3.4,6.6,74.6,-34.8,-0.6,9.8,10.3,1.3,-2.2
O=C1c2ccccc2C(=O)N1CCCCN(C(=O)c1ccco1)c1ccc(Cl)cc1,99.9,-2.1,3.6,91.6,-16.7,0.3,/,2.7,-0.2,-9.7
O=C(NC1CCCCC1)C(c1ccccc1)N1CCc2ccccc21 (centres undefined),51.0,-3.3,10.2,54.3,15.5,1.1,/,1.9,-14.6,-9.0
COc1ccc(OC)c(NC(=O)CSCC(=O)O)c1,94.7,-0.4,1.1,95.7,-32.0,0.2,-34.4,17.2,-5.0,16.0
COc1cc(/C=C(\C#N)c2ccccn2)ccc1OCC(=O)Nc1ccc(Br)cc1,5.0,-4.6,-0.3,5.4*,-17.8,-0.1,-5.9,4.2,1.2,-10.3

In a second layout: results already given
Values in the order – HCT116 PTEN-null	MRP-1 activ	NPY Y2 blocker	bCat KO growth	Yeast growth inh	Phagocyt inh	E-sel TNF inh	Measles CPE	Yeast lifespan up	GALR2 blocker
CCNC(=S)NNC(=O)c1cc(C2CC2)nc2ccccc12
 : 87.1	-2.7	3.3	92.2	-39.6	/	-40.2	9.2	-9.5	-3.6
Nc1ccc(-c2n[nH]c(=O)c3ccccc23)cc1N
 : 95.1	-5.7	2.5	95.0	-11.7	2.3	10.1	18.2	-7.9	-0.5
CCCCc1ccc(/C=C2/C(=O)ON=C2c2ccccc2)s1
 : 96.2	-1.5	4.3	91.4	-34.8	-1.9	/	33.1	-2.4	-1.4
COc1cccc(C(=O)Nc2cc3c(cc2C(C)=O)OCCO3)c1
 : 99.7	-3.2	2.0	93.3	8.2	-7.5	/	14.6	1.6	-14.4

Compound profiles (already shown):
Record of CCn1c(=O)n(CC)c2cc(S(=O)(=O)NCCOc3ccccc3)c(C)cc21 = HCT116 PTEN-null = 95.2; MRP-1 activ = -0.3; NPY Y2 blocker = 3.0; bCat KO growth = 93.5; Yeast growth inh = 16.8; Phagocyt inh = 10.8; E-sel TNF inh = -27.7; Measles CPE = 1.5; Yeast lifespan up = -10.2; GALR2 blocker = 2.5
Record of COc1ccnc(NCc2cccnc2)c1C#N = HCT116 PTEN-null = 87.4; MRP-1 activ = -3.2; NPY Y2 blocker = 0.9; bCat KO growth = 91.3; Yeast growth inh = -20.2; Phagocyt inh = -3.8; E-sel TNF inh = -17.0; Measles CPE = 5.9; Yeast lifespan up = -12.6; GALR2 blocker = -1.6
Record of CN(CC(O)COc1ccc(OCC(O)CN(C)C2CCCCC2)cc1)C1CCCCC1 (centres undefined) = HCT116 PTEN-null = 87.7; MRP-1 activ = -3.4; NPY Y2 blocker = 6.6; bCat KO growth = 74.6; Yeast growth inh = -34.8; Phagocyt inh = -0.6; E-sel TNF inh = 9.8; Measles CPE = 10.3; Yeast lifespan up = 1.3; GALR2 blocker = -2.2
